Compound activity as filed in PubChem BioAssay.
aGlu spleen mod: lysosomal alpha-glucosidase (human) modulation; human spleen homogenate, 4-MU-alpha-glucoside fluorescence; Potency, µM (titrated, usually from 79.9 µM), for inactives: top-dose activity change, negative = inhibition, most hits filed as inhibitors; 0.006% of 240,000 active;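 also: 0% = enzyme with vehicle and -100% = no enzyme basal signal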
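Enzyme source: human spleen homogenate, 1 ug/well. Buffer 50 mM citric acid/K phosphate pH 5.0, 0.01% Tween-20. 4-MU-alpha-glucoside 1 mM; 37 C x 40 min; NaOH/glycine stop; fluorescence.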
GoLoco inh red: RGS12 GoLoco-Gai1 interaction inhibition. 0.44% of 230,000 active. Gai1:RGS12 GoLoco peptide FP, rhodamine, 10 min. P63096. Potency, µM (titrated, usually from 61.6 µM), for inactives: top-dose activity, negative = inhibition, usual class: inhibitors; active = well fitted inhibition curve with a large enough effect, not every such curve was filed as active; inactive = no such curve, though single readings can be large or run the other way; also: % is scaled to controls: 0 for no effect and ±100 for the full control effect; nearly all actives have a fitted effect of over 30% in size; many of its hits are not listed in these tables
Target sequence (P63096 whole entry, looked up): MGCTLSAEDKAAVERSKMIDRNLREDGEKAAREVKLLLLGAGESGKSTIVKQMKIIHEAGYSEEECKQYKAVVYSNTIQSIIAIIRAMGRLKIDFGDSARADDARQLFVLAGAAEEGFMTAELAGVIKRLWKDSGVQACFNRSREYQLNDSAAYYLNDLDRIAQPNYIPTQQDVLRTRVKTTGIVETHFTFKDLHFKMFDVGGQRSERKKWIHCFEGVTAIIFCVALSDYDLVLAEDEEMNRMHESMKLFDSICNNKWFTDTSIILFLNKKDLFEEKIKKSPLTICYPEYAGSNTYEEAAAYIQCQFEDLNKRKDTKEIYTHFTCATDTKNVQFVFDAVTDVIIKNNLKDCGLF
HTT cytoprotect: Huntington cell model cytoprotection by ATP luminescence. 0.14% of 230,000 active. Potency, µM (doses to about 56.4 µM), without a hit: cytoprotection (ATP increase), actives largely listed as activators. AID 1471. PC12 HTT-Q103 induced, cytoprotection, ATP luminescence, 40 h;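 also: % of control where 0% means no effect; nearly all actives have a fitted effect of over 45% in size; toxic huntingtin expression switched on by the ecdysone agonist tebufenozide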
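PC12 cells with ecdysone-inducible HTT exon 1 Q103-GFP, induced with 100 nM tebufenozide and co-treated with library compounds in a dose series (1536-well, 1500 cells/well). Cytoprotection read as ATP content by ATPlite luminescence.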
IMPase Li inh: cell-permeable IMPase inhibitors with lithium potentiation. 0.35% of 210,000 active. CHO-M1 cells, IP1 TR-FRET (IP-One), carbachol + lithium. Potency, µM (highest dose often 59.4 µM), for inactives: at the top dose activity, negative = IMPase inhibition, most hits filed as inhibitors. AID 1457;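 also: IP1 builds up when IMPase is blocked and the TR-FRET signal falls; plate controls were basal vehicle for no effect and high inhibitor control for full effect; nearly all actives have a fitted effect of over 50% in size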
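CHO cells stably expressing M1 receptor (2000/well) were cultured 16–30 h, then exposed to compounds with a small lithium addition for 30 min at 37C. IP1 was measured by TR-FRET competition; AC50 from Hill fits.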
GAA glycogen mod: inhibitors or activators of human alpha-glucosidase glycogen cleavage. recombinant GAA, glycogen substrate, Amplex Red glucose oxidase fluorescence. Potency, µM (highest dose often 76.4 µM), for the others: at the highest dose activity change, negative = inhibition, actives largely listed as inhibitors. 0.38% of 300,000 active. AID 2100;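 also: 0% = full enzyme reaction and -100% = no-enzyme basal signal; the screen sought inhibitors and activators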
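Recombinant human alpha-glucosidase (4 nM final) hydrolysed bovine liver glycogen (30 ug) for 40 min at 37 C in pH 5.0 citrate/phosphate with 0.01% Tween-20. Released glucose detected by glucose oxidase/Amplex Red, Ex 573/Em 610 nm. Compounds up to 77 uM; AC50 from Hill fits.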
HTT aggregate: inhibitors of mutant huntingtin aggregate formation in PC12 cells; PC12 HttQ103-GFP aggregates, Acumen cytometry, 40 h; Potency, µM (doses to about 46.1 µM), for inactives: at the top dose activity change, negative = inhibition, usual class: inhibitors; 1.1% of 220,000 active; also: % is scaled to controls: 0 for no effect and ±100 for the full control effect; nearly all actives have a fitted effect of over 60% in size
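Inducible Q103 Huntingtin exon 1–GFP PC12 line, 1500 cells/well in phenol red free DMEM with 5% equine and 5% calf serum. Tebufenozide 100 nM induced expression; compounds titrated; aggregates quantified by cytometry.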
GAA inhib: blocks human lysosomal alpha-glucosidase. 0.005% of 200,000 active. Potency, µM (series often up to 76.9 µM), inactives show at the highest dose activity change, negative = inhibition, most hits filed as inhibitors. AID 1466. purified human GAA, 4-MU-alpha-glucoside fluorescence;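 also: plate controls were uninhibited enzyme wells for no effect and no-enzyme background for full effect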
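Fluorogenic assay: 4 nM human alpha-glucosidase with 400 uM 4-methylumbelliferyl-alpha-D-pyranoside in 50 mM citrate/phosphate, 0.005% Tween-20, pH 5.0, 20 min at room temperature. Compounds tested up to 77 uM; AC50 from Hill fits.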
* marks the source's active call; other numbers are inactive results; ? = inconclusive; . = no result given; & = joins results of further samples; [ ] = remark or other dose. Unless noted, calls follow the shape of the dose curve; as a rule, active = well fitted curve in the direction sought with a large enough effect; inconclusive = small, poorly fitted or top-dose-only effect, or another doubt; inactive = no such curve, though single readings can be large; an effect the other way counts as inactive or inconclusive. Potency is read from the fitted curve at half-maximal effect. An excerpt; the hit share may differ from the screen's.

Letters: A = aGlu spleen mod; B = GoLoco inh red; C = HTT cytoprotect; D = IMPase Li inh; E = GAA glycogen mod; F = HTT aggregate; G = GAA inhib
O=C(CCS(=O)(=O)c1ccc(Cl)cc1)NCCc1c[nH]c2ccccc12
  A: -16%	B: 15%	C: -26%	D: -4%	E: 5%	F: 12%	G: -2%

CC(=O)N1CCC2(CC1)CN(Cc1ccccc1)C2
  A: -3%	B: -2%	C: 9%	D: 21%	E: .	F: .	G: .

Cc1cc(N)n2ncc(-c3ccccc3)c2n1
  A: -3%	B: 0%	C: -35%	D: -19%[38.3 µM]	E: 7%	F: -10%[9.22 µM]	G: 3%

O=C(c1ccco1)N1CCN(C2CC(=O)N(c3ccc4c(c3)OCO4)C2=O)CC1 (configuration not stated)
  A: -3%	B: 3%	C: -9%	D: 0%[38.3 µM]	E: -2%	F: -10%	G: -5%

CCN(CC)S(=O)(=O)c1ccc(NC(=O)C2c3ccccc3Oc3ccccc32)cc1
  A: -1%	B: 8%	C: ?	D: 2%	E: -4%	F: -28%	G: 1%

Cc1cc(NC(=O)C2CCN(S(=O)(=O)Cc3ccccc3)CC2)ccc1-n1cnnn1
  A: -6%	B: -1%	C: -24%[10 µM]	D: 14%	E: 10%	F: 6%	G: -14%

C/C(=N\NC(=S)NC(C)C)c1ccco1
  A: -3%	B: 0%	C: 31%[10 µM]	D: 13%	E: ?	F: -4%	G: -7%

O=C(CN1CCC(n2cnc3cc(F)ccc32)CC1)Nc1ccccc1Br
  A: -3%	B: 2%	C: -27%	D: 12%	E: -8%	F: 11%	G: -4%

CC(C)CC(NC(=O)C1CCC(C)CC1)C(=O)Nc1cccnc1 (configuration not stated)
  A: -2%	B: 7%	C: -4%	D: 29%[38.3 µM]	E: 3%	F: 10%	G: -9%

CCn1nnc(NC(=O)c2ccc(C(C)(C)C)cc2)n1
  A: 6%	B: 0%	C: -21%	D: 4%[38.3 µM]	E: 8%	F: ?	G: -8%

CS(=O)(=O)N(CC(=O)Nc1cccc(F)c1)c1cccc([N+](=O)[O-])c1
  A: -3%	B: 3%	C: 14%	D: -12%[38.3 µM]	E: -12%	F: -1%	G: 0%

NC1=C([N+](=O)[O-])C(c2ccc(F)cc2)C2=C(CCCC2=O)O1 (configuration not stated)
  A: -4%	B: 5%	C: .	D: -2%	E: -4%	F: 7%	G: 8%

CCN1CCN(C(=O)C2(NC(=O)Nc3cccc(F)c3)CCCCC2)CC1
  A: 4%	B: -3%	C: 36%[1.9 µM]	D: 5%	E: 2%	F: -3%	G: 3%

COC(=O)c1cccc(C#CC(NP(=O)(c2ccccc2)c2ccccc2)c2ccccc2)c1 (configuration not stated)
  A: 0%&-14%	B: 9%&-2%	C: -3%	D: 20%	E: -4%	F: -2%[9.22 µM]	G: .

COc1ccc(C(=O)c2ccc(Cl)cc2)cc1
  A: -4%	B: 13%	C: -9%	D: -14%[38.3 µM]	E: -2%	F: -23%	G: 2%

COc1ccc(CN2CCN(Cc3cccc(OC)c3)C(CCO)C2)cc1 (configuration not stated)
  A: -2%	B: 2%	C: -21%	D: 16%	E: 1%	F: -27%	G: 0%

COC(=O)C1=C(C)N(c2ccc(OC)c(OC)c2)C(=O)/C1=C\c1ccco1
  A: -12%	B: 12%	C: -28%	D: 11%	E: -9%	F: 10%	G: 8%

COc1ccc(OC)c(-n2c(Cn3c(-c4ccccn4)nc4ccccc43)n[nH]c2=S)c1
  A: 7%	B: 3%	C: .	D: 8%	E: 2%	F: 26%	G: ?

COC(=O)c1c(C)c2c(C)cc3ccccn3c-2c1C(=O)OC
  A: -1%	B: 7%	C: 12%	D: 25%[38.3 µM]	E: 1%	F: -7%	G: -1%

CCOc1c(O)ccc(C2NC(=O)NC(C)=C2C(=O)OC)c1[N+](=O)[O-] (configuration not stated)
  A: -4%	B: -17%	C: 19%	D: -5%	E: 3%	F: 3%	G: 0%

COc1cc(C(=O)N(Cc2ccco2)Cc2cc3ccccc3[nH]c2=O)cc(OC)c1OC
  A: -3%	B: 10%	C: 9%	D: 5%[38.3 µM]	E: 8%	F: 20%	G: 1%

CN(C)c1ccc(NC2=C(Cl)C(=O)c3ccccc3C2=O)cc1
  A: -2%	B: -32%	C: -23%[10 µM]	D: 60%[activator]	E: ?	F: 14µM*	G: 8%

Cc1cccc(C)c1NC(=S)NN1CCN(C)CC1
  A: -2%	B: -7%	C: 4%	D: 26%[38.3 µM]	E: 0%	F: 12%	G: 3%

O=C(CCNC(=O)c1ccc([N+](=O)[O-])cc1)Nc1cccc(S(=O)(=O)N2CCCCC2)c1
  A: -5%	B: -7%	C: 19%[10 µM]	D: .	E: -2%	F: -20%[9.22 µM]	G: .

CNS(=O)(=O)c1ccc(NC(=O)c2ccc(Cl)cc2Cl)cc1
  A: -2%	B: 3%	C: .	D: 11%	E: 7%	F: -10%	G: ?

Structures listed so far that bear a hit mark in HTT aggregate:
Compound,aGlu spleen mod,GoLoco inh red,IMPase Li inh,GAA glycogen mod,HTT aggregate,GAA inhib
CN(C)c1ccc(NC2=C(Cl)C(=O)c3ccccc3C2=O)cc1,-2%,-32%,60%[activator],?,14µM*,8%

A portion from further up, as a working copy:
Letters: A = aGlu spleen mod; B = GoLoco inh red; C = HTT cytoprotect; D = IMPase Li inh; E = GAA glycogen mod; F = HTT aggregate; G = GAA inhib
O=C(CCS(=O)(=O)c1ccc(Cl)cc1)NCCc1c[nH]c2ccccc12
  A: -16%	B: 15%	C: -26%	D: -4%	E: 5%	F: 12%	G: -2%

CC(=O)N1CCC2(CC1)CN(Cc1ccccc1)C2
  A: -3%	B: -2%	C: 9%	D: 21%	E: .	F: .	G: .

Cc1cc(N)n2ncc(-c3ccccc3)c2n1
  A: -3%	B: 0%	C: -35%	D: -19%[38.3 µM]	E: 7%	F: -10%[9.22 µM]	G: 3%

O=C(c1ccco1)N1CCN(C2CC(=O)N(c3ccc4c(c3)OCO4)C2=O)CC1 (configuration not stated)
  A: -3%	B: 3%	C: -9%	D: 0%[38.3 µM]	E: -2%	F: -10%	G: -5%

Other compounds
Letters: A = aGlu spleen mod; B = GoLoco inh red; C = HTT cytoprotect; D = IMPase Li inh; E = GAA glycogen mod; F = HTT aggregate; G = GAA inhib
CC(C)CNC(=S)NNC(=O)c1csc2ccccc12
  A: -10%	B: 8%	C: 8%	D: 12%[38.3 µM]	E: -23%	F: -11%	G: 2%

CCCCN(C)C(=O)C1CCN(Cc2ccccn2)CC1
  A: 3%	B: -5%	C: -3%	D: -21%[38.3 µM]	E: 4%	F: 1%	G: 8%

O=C1c2ccccc2C(=O)C1c1nccc2ccccc12
  A: -1%	B: 14%	C: -91%[inhibitor]	D: 21%[38.3 µM]	E: 1%	F: -12%	G: -1%

N/C(=N\OC(=O)C12CC3CC(CC(C3)C1)C2)c1ccncc1
  A: 2%	B: -6%	C: -6%[10 µM]	D: .	E: 6%	F: 12%[9.22 µM]	G: .

O=C(Nc1cccc(Cl)c1)OCc1cn(-c2ccccc2)nn1
  A: -2%	B: 1%	C: 20%[10 µM]	D: 19%	E: -3%	F: -25%	G: -5%

COCCNC(=O)Cn1cnc2c1c(=O)n(C)c(=O)n2C
  A: 4%	B: -9%	C: 4%[10 µM]	D: 12%[38.3 µM]	E: 4%	F: 1%	G: -7%

Cc1ccc2cc(C(c3nnnn3C3CCCC3)N3CCOCC3)c(=O)[nH]c2c1C (configuration not stated)
  A: 2%	B: -1%	C: -9%	D: 7%[38.3 µM]	E: 6%	F: 11%	G: 6%

CN(CCC(=O)O)S(=O)(=O)c1ccccc1
  A: .	B: 12%[14.2 µM]	C: -3%[10 µM]	D: 4%	E: .	F: .	G: .

COc1ccc(NC(=S)N2CCN(Cc3cccc(F)c3)CC2)c(OC)c1
  A: -20%	B: 17%	C: -9%	D: 2%	E: ?	F: 12%	G: -16%

COCCN1C(=O)N[C@@H](c2cccc(C(F)(F)F)c2)[C@H](C(C)=O)[C@H]1C
  A: 0%[17.4 µM]	B: 1%[14.2 µM]	C: -25%[10 µM]	D: 3%	E: .	F: .	G: .

CC12COC3(C(=O)Nc4ccc(Cl)cn4)CC1CCC32C (configuration not stated)
  A: -17%	B: 1%	C: -2%[10 µM]	D: 19%[38.3 µM]	E: 5%	F: -1%	G: ?

COc1ccccc1N1CCN(C(C)C(=O)N2CC(C)OC(C)C2)CC1 (configuration not stated)
  A: 1%	B: -3%	C: -38%[inhibitor]	D: 0%	E: -6%	F: 9%	G: -3%

CCOC(=O)c1c(NC(=O)Cn2nc([N+](=O)[O-])c(Br)c2C)sc2c1CCC(C)C2 (configuration not stated)
  A: 2%	B: 3%	C: 21%	D: -7%[38.3 µM]	E: 6%	F: -22%	G: -3%

O=C(NCc1ccc2c(c1)OCO2)C1CC(=O)N(CCc2ccccc2)C1 (configuration not stated)
  A: -5%	B: -4%	C: 2%	D: -2%[38.3 µM]	E: 6%	F: -7%	G: -2%[15.4 µM]

N#Cc1cc(N)ccc1Sc1ccccc1
  A: -5%	B: -1%	C: -20%	D: 3%[38.3 µM]	E: 11%	F: -4%	G: -1%

CN1CCN(CC2(O)CCN(S(=O)(=O)c3ccc(Cl)cc3)CC2)CC1
  A: -20%	B: -4%	C: -29%	D: -2%	E: -1%	F: 5%	G: 2%

O=C(NC(Cc1c[nH]c2ccccc12)C(=O)O)c1ccccc1 (configuration not stated)
  A: 7%	B: -6%	C: 0%[10 µM]	D: 10%[38.3 µM]	E: -4%	F: -19%	G: 0%

COc1cccc(-c2nc(NCCN3CCOCC3)c3ccccc3n2)c1
  A: 5%	B: 8%	C: -40%[inhibitor]	D: 16%	E: .	F: .	G: .

c1ccc2[nH]c(NN=C3CCCCCC3)nc2c1
  A: -2%	B: 10%	C: -54%[inhibitor]	D: 16%	E: ?	F: 28%	G: 5%

O=C(OCc1ccccc1)N1CCCC1/C=C/CN1CCOCC1 (configuration not stated)
  A: -4%	B: -11%	C: -4%	D: -5%	E: -11%	F: 2%	G: -2%

Cn1c(Cl)cnc1C(O)c1ccccc1 (configuration not stated)
  A: -1%	B: 1%	C: -12%	D: 6%[38.3 µM]	E: -1%	F: -2%	G: -3%

COC(=O)C(=Cc1cc(Br)c(OC)c(Br)c1)C(=O)OC
  A: 1%	B: -3%	C: 34%	D: 4%	E: .	F: .	G: .

c1cncc(CNc2ccnc(-c3ccc4c(c3)OCO4)n2)c1
  A: 6%	B: -1%	C: -31%[inhibitor]	D: 2%	E: .	F: .	G: .
